# High-throughput results from PubChem BioAssay.
# WT yeast gro inh: growth inhibition of WT yeast, mitochondrial fusion screen | mitochondrial fusion phenotypic screen, WT strain | inhibition, % at 10 µM | 190,000 compounds, 2.1% hits; in the data active = inhibition above about 58%; tested in S. cerevisiae
# HEK293 NOD2/NF-kB: inhibition of NOD2-driven NF-kB reporter – cell-based, luminescence, uHTS, HEK293 (AID 1566); HEK293 NOD2/NF-kB luciferase reporter, luminescence; higher % means a stronger effect; 290,000 compounds, 0.63% hits; inhibition, % at 4 µM, or EC50 in µM where a hit was titrated; in the data active = inhibition above about 50%; note: many of its hits are not listed in these tables
# Dynein transport: dynein cargo transport inhibition. 220,000 compounds, 0.47% hits. z-score, hits read low. 3617.4 mouse cells, GR-EGFP nuclear translocation imaging; test concentration mostly 20 µM; stimulated with dexamethasone, 1 µM; hits give low values;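 active = plate z-score of nuclear minus cytoplasmic receptor signal below a set negative limit, without overly bright fluorescence or cell loss, cut at about -3.5 in these data, passing the limit was not always enough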;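 note: z-score of nuclear minus cytoplasmic ring GR-EGFP intensity difference per well; some compounds called inactive have numbers as strong as hits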
#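 Buffer or medium – tet-free medium with charcoal-stripped serum · Signal – automated 10x imaging of fixed Hoechst-stained cells · Also added – dexamethasone agonist, 1.0 µM final, for 30 min · Incubation – induction 48 h, compound 1 h, agonist 30 min · Read-out – GR-EGFP nuclear translocation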
# Autophagy HCS: modulators of autophagy; 190,000 compounds, 0.98% hits; calls only at 10 µM (by protocol); MEF GFP-LC3 puncta imaging; test concentration mostly 10 µM;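 active = percentage of spot-positive cells more than 3 SD above its plate mean, without a fluorescence outlier flag or 80% toxicity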;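 note: spot-positive cell cutoff set from DMSO-treated cells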
# Ins promoter up: MIN6 insulin promoter up-regulation; MIN6 insulin promoter-GFP reporter, high-content imaging; hits give high values; z-score at 5 µM; 190,000 compounds, 0.3% hits; AID 1625;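 active = z-score above 3 at 5 µM with at least 500 cells counted in the well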
# bCat nuc transl: beta-catenin nuclear translocation modulation; HeLa beta-catenin nuclear translocation, immunofluorescence imaging; nuclear translocation activity, % at 5 µM; 190,000 compounds, 0.3% hits;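 active = nuclear translocation activity above 50% at 5 µM, with a well cell count of 50 or more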;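 note: per-cell ratio of nuclear to cytoplasmic median beta-catenin stain intensity; plate controls were DMSO negative control for no effect and GSK-3 inhibitor IX positive control for full effect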
#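 Test system: human HeLa cell line; Doses: 5 µM primary, 0.02–20 µM confirmation; Incubation: 24 h compound exposure, 37°C; Detection: beta-catenin immunofluorescence imaging with DAPI; Read-out: beta-catenin nuclear/cytoplasmic ratio, % activation.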
# MT stabilizer: stabilizes microtubules in HeLa cells; % tubulin-high responders, % at 10 µM; AID 2205; 200,000 compounds, 0.83% hits; HeLa tubulin immunostaining HCS, 24 h; share of cells brighter than vehicle mean+2SD;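 active = plate Z-score above 3 for both tubulin-high and condensed-nucleus cell shares, with cell loss under 80%, at 10 µM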;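 note: anti alpha tubulin signal scored within the nucleus-defined area of each cell; some results filed as inactive read as strong as hits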
# Lipid droplet: modulators of hepatic lipid droplet formation | AML12 mouse hepatocytes, oleate lipid droplets, BODIPY imaging | inhibition, % at 6.5 µM | 240,000 compounds, 0.4% hits;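 active = lipid droplet intensity inhibited by at least 50%, with more than 500 cells counted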
#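 Assay system: AML12 hepatocytes (mouse); Probe or stimulus: oleic acid at 100 µM to induce lipid droplet formation; Dosing: compound at 6.5 µM only; Schedule: compound with oleate, overnight; Detection: fluorescence imaging, 20x objective, two fields per well; Measure: % inhibition of lipid droplet signal.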
# Yfh1-depleted yeast: enhancers of respiration in Yfh1-depleted yeast, dose response, Friedreich's ataxia, plus single-dose screen (AID 1465); S. cerevisiae Yfh1-off respiration, WST-1 reduction, 72 h; higher fold induction means a stronger effect; one-dose fold induction at 50 µM; EC50 in µM for titrated hits; 220,000 compounds, 0.074% hits;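 active = fold induction of absorbance versus untreated yeast above a set limit, then at least 30% activation at any dose in follow-up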;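 note: activators that raise dye reduction in frataxin-depleted yeast; strong numbers were not always called active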
# WT yeast gro inh mutant strain: recorded beside WT yeast gro inh, whose call it bears; inhibition, %; mitochondrial fusion phenotypic screen, mutant strain inhibition
# Dynein transport cytoplasmic EGFP: second read-out of Dynein transport, no call of its own (marks repeat the call); z-score; measured here: cytoplasmic GR-EGFP intensity; hits give high values
# Dynein transport nuclear GR-EGFP: also measured in Dynein transport; calls as there; z-score; measured here: nuclear GR-EGFP intensity;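 lower value marks the stronger effect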
# Dynein transport cell count: second read-out of Dynein transport, no call of its own (marks repeat the call); z-score; measured here: cell count per field
# Ins promoter up cell count: recorded beside Ins promoter up, whose call it bears; cell count; measured here: cytotoxicity, nuclei count;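 total cells summed across four imaged fields per well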
# Lipid droplet cells 6.5 µM: also measured in Lipid droplet; calls as there; cell count; measured here: cell count, cytotoxicity flag;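 cells counted across two imaged fields per well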
# bCat nuc transl cell count 5 µM: second read-out of bCat nuc transl, no call of its own (marks repeat the call); cell count; measured here: cell count, cytotoxicity flag
# MT stabilizer Hoechst-high %: second read-out of MT stabilizer, no call of its own (marks repeat the call); % Hoechst-high responders; measured here: nuclear condensation Hoechst responders;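 share of cells brighter than vehicle mean plus two SD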
# MT stabilizer cytotoxicity %: second read-out of MT stabilizer, no call of its own (marks repeat the call); toxicity, %; measured here: cytotoxicity by cell density;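 0% = mean cell density of plate MIN control wells and 100% = no cells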
# Autophagy HCS cell loss 18 h: further read-out of Autophagy HCS, marked with its call; toxicity, %; measured here: cell loss, nuclei count;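 cell loss after 18 h compound exposure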
# * marks the source's active call; other numbers are inactive results; i = inactive; x = no result given; + = active, no number; & = joins results of further samples. Only part of the results is shown. The share of hits here may be higher or lower than overall.
# Preview:
SMILES,WT yeast gro inh,WT yeast gro inh mutant strain,HEK293 NOD2/NF-kB,Dynein transport,Dynein transport cytoplasmic EGFP,Dynein transport nuclear GR-EGFP,Dynein transport cell count,Autophagy HCS,Autophagy HCS cell loss 18 h,Ins promoter up,Ins promoter up cell count,bCat nuc transl,bCat nuc transl cell count 5 µM,MT stabilizer,MT stabilizer Hoechst-high %,MT stabilizer cytotoxicity %,Lipid droplet,Lipid droplet cells 6.5 µM,Yfh1-depleted yeast
CN(Cc1cccc(-n2cccn2)c1)C(=O)CCc1nnc(C2CCCCC2)o1,-16,-9,-35%,-0.43,-0.3,-0.24,0.58,i,-19,-0.21,1471,0.9,1049,3.3,1.5,8.6,-19,695,i
CCOc1ccc(C(=O)Nc2cc(C)on2)cc1,25,5,-57%,-0.16,-0.32,-0.36,1.1,i,9,1.2,950,2.9,762,4.8,2.6,1.6,x,x,i

# Main list, from the start:
SMILES,WT yeast gro inh,WT yeast gro inh mutant strain,HEK293 NOD2/NF-kB,Dynein transport,Dynein transport cytoplasmic EGFP,Dynein transport nuclear GR-EGFP,Dynein transport cell count,Autophagy HCS,Autophagy HCS cell loss 18 h,Ins promoter up,Ins promoter up cell count,bCat nuc transl,bCat nuc transl cell count 5 µM,MT stabilizer,MT stabilizer Hoechst-high %,MT stabilizer cytotoxicity %,Lipid droplet,Lipid droplet cells 6.5 µM,Yfh1-depleted yeast
CN(Cc1cccc(-n2cccn2)c1)C(=O)CCc1nnc(C2CCCCC2)o1,-16,-9,-35%,-0.43,-0.3,-0.24,0.58,i,-19,-0.21,1471,0.9,1049,3.3,1.5,8.6,-19,695,i
CCOc1ccc(C(=O)Nc2cc(C)on2)cc1,25,5,-57%,-0.16,-0.32,-0.36,1.1,i,9,1.2,950,2.9,762,4.8,2.6,1.6,x,x,i
O=C(CSCc1ccccc1)N1CCN(c2ccc(F)cc2)CC1,-16,-14,-34%,-0.37,-0.27,-0.21,1.7,i,3,-0.29,1330,0.7,1444,2.8,2.3,8.3,x,x,i
COc1cc(OC)c(C2=NOC(C(=O)N3CCCc4ccccc43)C2)cc1Cl (stereo not drawn),21,23,30%,-0.93,-0.32,-0.54,0.91,i,-2,-0.07,966,-3.1,1065,2.5,2.0,7.6,-4,767,i
O=C(CN1c2cccc3cccc(c23)S1(=O)=O)N1CCOCC1,-7,-9,4%,0.11,-0.14,0.44,0.59,i,21,x,x,x,x,3.9,1.8,9.2,x,x,i
Cc1c(NC(=O)C(C)Oc2ncnc3ccccc23)c(=O)n(-c2ccccc2)n1C (stereo not drawn),-16,-11,5%,0.68,-0.31,0.5,0.28,i,6,0.44,1257,x,x,1.5,1.9,0.2,20,689,i
CCOC(=O)CNc1ccc(OC(F)(F)F)cc1,x,x,12%,-0.59,-0.25,-0.33,0.61,x,x,-0.32,1493,-2.9,1168,x,x,x,-2,689,i
CCC(C)NCCOCCOc1ccccc1-c1ccccc1 (stereo not drawn),12,21,15%,-0.47,-0.22,-0.34,0.84,i,4,-1.9,978,0.7,1366,1.3,1.5,5.2,x,x,i
CC1CCCC(C)N1C(=S)SCC(=O)O (stereo not drawn),-8,10,14%,-0.63,-0.36,0.032,1,i,7,0.5,1319,0.5,1051,5.8,3.8,7.8,12,695,i
O=C(CCn1cccc1)Nc1ccc(OC(F)(F)F)cc1,9,-9,10%,1.1,-0.35,0.84,-0.45,i,10,x,x,-0.7,1093,2.3,2.8,4.1,-2,693,i
CCOC(=O)c1ccc(NC(=O)C2CC(=O)Nc3nc4ccccc4n32)cc1 (stereo not drawn),7,-4,3%,0.65,-0.18,0.46,0.26,i,-2,-0.24,1241,3.1,1018,2.4,1.4,11,23,702,i
Nc1nc(C2CCOCC2)cs1,x,x,0%,0.99,-0.14,0.77,-1.6,x,x,x,x,-0.3,1372,x,x,x,19,753,i
CN(C)c1cccc(C(=O)OCC(=O)Nc2ccccc2Cl)c1,11,-4,-5%,-0.88,-0.1,-0.48,0.33,i,-5,-0.01,1169,-1.0,1136,1.8,2.2,7.4,0,687,i
Cc1cccc(-c2nc(NCCCN3CCOCC3)c3ccccc3n2)c1,42,-1,0%,-0.49,0.28,0.11,-0.26,i,-1,-0.17,868,-5.1,1002,1.5,1.0,5.4,0,801,i
COc1ccc(-c2c(=O)n(OCc3nc4ccccc4[nH]3)c3ccccc3[n+]2[O-])cc1,x,x,-5%,-2.6,0.47,-1.5,-0.74,x,x,-0.98,1447,1.2,1299,x,x,x,-12,680,i
O=C(c1ccc(F)cc1)N1CCCC(c2nc(-c3cccs3)no2)C1 (stereo not drawn),-13,14,-1%,0.4,-0.3,0.28,-0.098,i,19,-0.05,1261,0.7,1089,12,1.4,6.5,-4,678,i
O=[N+]([O-])c1cc(-c2nnc(-c3ccccc3)o2)ccc1Oc1ccc(Cl)cc1,-9,17,-3%,-0.27,-0.24,-0.3,0.14,i,13,0.07,1496,-0.7,1039,5.3,3.2,3.2,1,485,i
O=C(O)/C=C/C(=O)NC1CCCCC1,-7,-10,12%,-0.47,-0.23,-0.6,0.58,i,6,1.7,1298,0.5,890,3.8,3.3,10.0,-6,663,i
CC(=O)C(C)Oc1ccc2c3c(c(=O)oc2c1)CCCC3 (stereo not drawn),6,-1,-5%,0.065,-0.19,-0.16,0.32,i,5,-0.53,1253,-3.4,950,2.4,1.9,4.0,x,x,i
O=C(N/N=C/C=C/c1ccc([N+](=O)[O-])cc1)c1cccs1,13,11,-19%,0.029,-0.066,0.62,0.0016,i,7,-0.32,1392,3.3,1399,3.1,1.8,8.0,x,x,i
CCNC(=O)/C(=C\C=C\c1ccccc1)NC(=O)c1ccc(Br)o1,-24,3,-14%,-0.94,-0.31,-0.65,0.72,i,-9,0.02,1316,x,x,1.8,4.0,6.5,-10,748,i
O=C(CCN1C(=O)C2(OCCO2)c2ccccc21)c1ccccc1,-19,-1,5%,-0.77,-0.23,-0.072,1.3,i,11,0.58,1237,-6.0,946,2.3,0.9,5.9,x,x,i
FC(F)(F)c1cccc(Cn2nnnc2-c2cccc(C(F)(F)F)c2)c1,-2,-4,18%,0.096,-0.19,0.76,0.46,i,9,-0.26,1594,-0.2,1357,3.6,1.9,4.6,x,x,i
CN(C(=O)CCn1c(=S)oc2ccccc21)c1ccc(F)cc1,15,2,8%,3.4,-0.18,1.2,-0.72,i,-6,-0.41,1129,-1.8,1101,4.9,1.7,1.4,-3,760,i
CC1CCCC(N2CCN(C(=O)c3ccc(F)cc3)CC2)C1 (stereo not drawn),17,9,x,-0.68,-0.41,-0.14,2.6,x,x,x,x,x,x,8.3,1.6,3.5,x,x,i
CCCN(CCC)CCCNc1ccc2nnc(-c3ccc(F)cc3)n2n1,-22,-2,19%,2.6,0.036,1.4,-1.4,x,x,-0.41,1631,3.1,1056,7.7,1.4,1.9,16,636,i
CNc1nc2c(Cl)cc(Cl)cc2s1,x,x,4%,1.2,-0.19,0.34,-0.77,x,x,-0.21,1257,4.5,1088,x,x,x,-5,714,i
CC(=O)N1CCN(Cc2nc3cc(NC(=O)c4cccc(Br)c4)ccc3n2C)CC1,x,x,20%,-0.7,0.25,-0.31,0.13,x,x,-0.22,1069,1.6,1319,x,x,x,8,717,i
O=C1CCCCC1c1cccc2ccccc12 (stereo not drawn),0,-18,-5%,-0.65,0.18,-0.62,0.2,i,2,-0.01,1195,-1.2,1010,3.0,2.5,7.9,0,667,i
COCCCN(C)C1CCN(C(=O)Nc2ccc(F)cc2)CC1,6,4,9%,-0.81,-0.14,-0.17,-0.46,x,x,-2.3,1874,-1.5,1081,8.3,2.8,9.5,-1,597,i
O=C(/C=C/c1cccc2ccccc12)NCCC1=CCCCC1,3,-1,-75%,-1,-0.11,0.16,0.33,i,-13,-0.15,1287,2.5,1447,1.7,2.1,14,x,x,x
COCCn1c(=O)[nH]c2cc(C(=O)NCc3cccnc3)ccc2c1=O,4,-9,9%,0.46,-0.035,0.089,1.6,i,-3,0.51,1753,0.2,965,3.6,2.0,2.7,-1,671,i
Cc1cnn(-c2cc(N/N=C/c3cccc(F)c3)ncn2)c1,-1,-12,-15%,0.7,-0.23,0.46,-1.2,i,0,-0.23,1349,-1.4,1148,3.1,2.7,4.5,-4,658,i
CCc1ccccc1OCCCCCNCCO,18,31,-2%,1.8,-0.13,1.5,-0.083,i,19,-0.07,1719,-0.6,1066,4.7,1.0,2.9,10,725,i
Cc1cc(C(=O)NNc2c(Cl)cccc2Cl)n(C(C)(C)C)n1,x,x,-8%,-0.36,-0.15,-0.24,-0.22,x,x,x,x,-1.0,1094,x,x,x,-8,702,i
COc1ccc(CCc2nc(C)ccc2O)cc1,17&2,9&10,-16%&-19%,0.3&0.2,-0.066&-0.38,0.1&0.31,-0.99&0.017,i,-9&4,0.2,878,-0.7&-4.2,947&1108,5.3&2.4,2.0&1.6,2.5&6.2,-14&5,625&769,i
CCOC(=O)c1c(NC(=O)COc2ncnc3ccccc23)sc(C(C)=O)c1C,0,16,8%,-0.53,-0.32,-0.54,0.98,i,2,-0.81,680,1.5,597,4.8,2.6,7.2,-3,656,i
O=C(Nc1ccc(Cl)c(Cl)c1)OCCNC(=O)c1cccc(Cl)c1,6,-10,8%,-0.48,-0.25,-0.36,0.27,i,7,x,x,-16,1255,2.7,1.8,5.2,9,777,i
O=C(NNc1ncc(C(F)(F)F)cc1Cl)c1c(Cl)cccc1Cl,-1,-19,-23%,3.5,0.18,1.1,-1.6,+,29*,1.5,1330,x,x,21*,9.0*,26*,x,x,i
